Bioassay records as filed in PubChem BioAssay.
Tb PFK block = T. brucei PFK enzyme inhibition; O15648; T. brucei PFK, ADP-Glo luminescence; Potency, µM (highest dose often 57.5 µM), for the others: at the highest dose activity, negative = inhibition, most hits filed as inhibitors; actives 0.17% (n = 330,000);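 further: potency means the concentration at half of the fitted maximal effect; 0% = uninhibited 1x PFK enzyme wells and -100% = no-enzyme wells; nearly all actives have a fitted effect of over 60% in size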
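1.25 nM PFK with 0.5 mM F6P and 0.1 mM ATP in 0.1 M TEA pH 8.0, 5 mM MgCl2, incubated 45 min at room temperature; ADP measured by ADP-Glo luminescence; compounds titrated up to 57 uM.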
TSHR antagonist = human thyrotropin receptor antagonism | P16473 | TSHR-expressing cells, TSH-stimulated cAMP HTRF, 2 h; stronger effect = lower value | activity change, negative = inhibition, % at 11.5 µM | actives 0.2% (n = 330,000) | AID 504810;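 active means activity change below a set negative limit, meaning inhibition stronger than a set level, cut at about -70% in these data; inconclusive means activity change between two set negative limits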; further: on the % scale 0 is the no-effect control and ±100 the full control effect
Target sequence (P16473 whole entry, looked up): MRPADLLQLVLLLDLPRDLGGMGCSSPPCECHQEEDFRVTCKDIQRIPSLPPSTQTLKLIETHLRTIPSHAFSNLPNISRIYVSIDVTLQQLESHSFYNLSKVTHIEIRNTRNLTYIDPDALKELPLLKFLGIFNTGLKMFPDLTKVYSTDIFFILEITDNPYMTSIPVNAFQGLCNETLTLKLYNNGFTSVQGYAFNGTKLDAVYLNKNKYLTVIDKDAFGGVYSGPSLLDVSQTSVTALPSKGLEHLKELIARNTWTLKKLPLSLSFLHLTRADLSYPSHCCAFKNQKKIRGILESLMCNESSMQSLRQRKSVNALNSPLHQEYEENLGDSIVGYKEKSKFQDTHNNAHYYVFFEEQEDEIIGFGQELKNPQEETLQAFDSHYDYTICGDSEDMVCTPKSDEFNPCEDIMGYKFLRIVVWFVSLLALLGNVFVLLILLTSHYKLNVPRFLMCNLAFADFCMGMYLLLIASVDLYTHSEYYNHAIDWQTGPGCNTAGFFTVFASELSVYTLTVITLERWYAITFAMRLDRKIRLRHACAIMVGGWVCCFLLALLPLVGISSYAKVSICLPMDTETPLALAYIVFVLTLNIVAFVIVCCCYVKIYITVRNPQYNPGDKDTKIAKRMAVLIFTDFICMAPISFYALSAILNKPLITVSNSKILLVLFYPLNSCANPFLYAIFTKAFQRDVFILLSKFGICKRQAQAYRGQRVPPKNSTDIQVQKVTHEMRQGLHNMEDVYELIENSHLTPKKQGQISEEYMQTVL
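Read-out is FRET at 665 nm (cryptate excitation 337 nm) from a cryptate-tagged anti-cAMP antibody, competed by cell cAMP against cAMP-d2. Compounds are tested on freshly harvested TSHR cells challenged with 4nM TSH (EC80) for 2 hours at 37 deg C.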
Mito fusion yeast = mitochondrial division inhibition or fusion activation. Potency, µM (titrated, usually from 46.1 µM), for the others: at the highest dose growth rescue (activation), usual class: activators. S. cerevisiae fusion-defective mutant growth rescue, CellTiterGlo 48 h. actives 0.23% (n = 320,000);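 further: potency means the concentration at half of the fitted maximal effect; % of control where 0% means no effect; nearly all actives have a fitted effect of over 45% in size; temperature-sensitive fusion mutants such as fzo1-1 at 37 °C on non-fermentable ethanol glycerol medium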
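S. cerevisiae fusion-defective temperature-sensitive mutants (e.g. fzo1-1, mgm1-5) grown 48 h at 37C in YPEG (ethanol/glycerol non-fermentable) medium with 23 nl compound per well; growth rescue read as CellTiterGlo luminescence.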
TCR activator = T cell receptor activation; primary human leukocytes, anti-CD3, IL-2 HTRF, 48 h; Potency, µM (highest dose often 9.22 µM), for the others: at the highest dose activation of IL-2 secretion, usual class: activators; 330,000 tested, under 10 active; further: % of control where 0% means no effect
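Compounds are tested in HTS on primary human leukocytes co-incubated with a-CD3 beads for 48 hr. IL-2 output is measured by time-resolved FRET.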
ASM inhibitor = blocks human secretory acid sphingomyelinase. Potency, µM (titrated, usually from 57.5 µM), for inactives: top-dose activity change, negative = inhibition, most hits filed as inhibitors. placental ASM, HMU-PC fluorogenic substrate, 60 min. P17405. actives 0.006% (n = 340,000); further: potency means the concentration at half of the fitted maximal effect
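qHTS format. ASM enzyme prepared from human placenta hydrolyses the fluorogenic substrate HMU-PC0 (9 uM final) over 60 min at 37 °C after a 10 min compound preincubation.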
ELG1 repair inh = ELG1-dependent DNA repair inhibition; actives 2.3% (n = 330,000); HEK293T ELG1-luciferase reporter, luminescence, 16 h; DNA damage induced by 5-fluorouridine; Potency, µM (series often up to 46.1 µM), without a hit: at the top dose activity change, negative = inhibition, actives largely listed as inhibitors; AID 504467; further: potency means the concentration at half of the fitted maximal effect; on the % scale 0 is the no-effect control and ±100 the full control effect; nearly all actives have a fitted effect of over 55% in size
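Overnight (16 hr) co-exposure of 2,000 cells/well to 5-fluorouridine and compound at 37 °C preceded detection. Luciferase was quantified via ONE-Glo luminescence; loss of signal denotes inhibition.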
BCR signal inh = blocks chronic active B-cell receptor signaling | ABC-DLBCL IkBa-CBG/CBR reporter, luminescence ratio, 4 h | Potency, µM (highest dose often 46.1 µM), for inactives: at the top dose ratio change, negative = lower green/red ratio, most hits filed as inhibitors | actives 0.05% (n = 340,000) | AID 493014; active means well fitted inhibition curve with a large enough effect in the signal ratio, with a control signal flat, not every such curve was filed as active; inconclusive means small, poorly fitted or top-dose-only effect, or effect the other way, or a change in a side signal; the % refers to the signal ratio;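 further: potency means the concentration at half of the fitted maximal effect; plate controls were basal doxycycline-induced cells for no effect and cells given 10 µM MG132 for full effect; MG132 reads +100%, hits lower the ratio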
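TMD8 human ABC-DLBCL cells with doxycycline-inducible IκBα–green luciferase fusion and unfused red luciferase, in 0.5% FBS medium; compounds up to 46 uM, 4 h at 37C. Green/red luminescence ratio, filter-overlap corrected, fitted to concentration-response curves.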
a7 integrin act = integrin-mediated muscular dystrophy alleviation activation; AID 624291; alpha7betagal myoblasts, beta-gal FDG fluorescence, 48 h; actives 0.064% (n = 350,000); Potency, µM (series often up to 38.3 µM), for inactives: at the top dose activation, usual class: activators;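 further: potency means the concentration at half of the fitted maximal effect; 100% = response of the positive control SU9516; nearly all actives have a fitted effect of over 60% in size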
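alpha7betagal+/- myoblasts (passage 13, 250/well) treated 48 h at 37C with compounds at 1:260 dilution of DMSO stock. Lysed, then beta-galactosidase activity read as FDG fluorescence (ex 480/em 540) after 30 min, with pre-read for autofluorescence.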
Eya2 inh = blocks the phosphatase activity of human Eya2 | recombinant Eya2, OMFP fluorescence dephosphorylation (OMFP is methylfluorescein phosphate) | actives 0.006% (n = 330,000) | AID 488837 | O00167 | Potency, µM (doses to about 76.9 µM), for inactives: top-dose activity, negative = inhibition, actives largely listed as inhibitors; further: potency means the concentration at half of the fitted maximal effect; on the % scale 0 is the no-effect control and ±100 the full control effect
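Eya2 (0.2 uM) preincubated 10 min at ambient with compound, then OMFP substrate added at 50 uM; 10 min reaction in 50 mM HEPES pH 7.5, 50 mM NaCl, 5 uM MgCl2, 0.05% BSA, 1 mM DTT. Fluorescence read at Ex 485/Em 525 nm.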
PTAP TSG101 blk = blocks PTAP/TSG101 interaction to inhibit HIV-1 budding. Q99816. Fluorescence polarization, FITC-PTAP peptide / Tsg101 binding. Potency, µM (doses to about 115 µM), inactives show top-dose activity change, negative = inhibition, most hits filed as inhibitors. 340,000 tested, under 10 active. AID 493005; active means well fitted inhibition curve with a large enough effect in the main read-out, with a control signal flat, not every such curve was filed as active; inconclusive means small, poorly fitted or top-dose-only effect, or effect the other way, or a change in a side signal; inactive means no such curve, though single readings can be large or run the other way; further: potency means the concentration at half of the fitted maximal effect; % of control where 0% means no effect
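Steps: Tsg101 binding domain dispensed (10 uM final), compounds pinned in DMSO, FITC-labeled PTAP-motif peptide added (50 nM final); after 20 min binding at room temperature, polarization measured.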
AT treatment = potential ataxia-telangiectasia treatments restoring KAP-1 phosphorylation; […] A-T fibroblasts, KAP-1 phosphorylation AlphaLISA; neocarzinostatin DNA damage 30 min before lysis; Potency, µM (highest dose often 57.5 µM), without a hit: at the top dose activation, usual class: activators; actives 0.19% (n = 320,000); AID 485349; further: potency means the concentration at half of the fitted maximal effect; % of control where 0% means no effect; nearly all actives have a fitted effect of over 45% in size
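ATM-like activity read as KAP-1 phosphorylation via AlphaLISA donor/acceptor antibody pairs after lysis and 6 hr at 25C. Cells were ATM-null patient fibroblasts ([…], hTERT), dosed 60 min, then exposed to the DSB inducer NCS for 30 min.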
An asterisk follows results filed as active; u = inconclusive; x = not tested or not shown; [ ] = another dose, or the depositor's remark. Unless noted, the call rests on the fitted dose curve; in most records, active means well fitted curve in the direction sought with a large enough effect; inconclusive means small, poorly fitted or top-dose-only effect, or another doubt; inactive means no such curve, though single readings can be large; an effect the other way counts as inactive or inconclusive.

Preview (four entries):
| canonical_smiles | TCR activator | ASM inhibitor | Mito fusion yeast | ELG1 repair inh | BCR signal inh | AT treatment | TSHR antagonist | Tb PFK block | Eya2 inh | PTAP TSG101 blk | a7 integrin act |
| --- | --- | --- | --- | --- | --- | --- | --- | --- | --- | --- | --- |
| COc1ccc(-n2nnnc2SCC(=O)Nc2nnn(C)n2)cc1 | -2% | 0% | 1% | 8% | -11% | 3% | -6 | -2% | -17% | -7% | -5% |
| CCCn1c(N)c(C(=O)CSc2nncs2)c(=O)[nH]c1=O | x | -1% | -3% | 1% | u | -4% | -15 | -26% | 11% | -1% | 38% |
| CC1CCc2sc(C(=O)NNC(=S)NC3CC3)cc2C1 (stereo not given) | 0% | -1% | -11% | u | u | 7% | -3 | -2% | 1% | -1% | 40% |
| COc1ccc(OC)c(NC(=O)C2CCN(Cc3cnn(-c4ccccc4)c3-n3cccc3)CC2)c1 | 3% | 0% | -1% | 23µM* | u | x | -3 | 1% | -4% | -1% | -48%[inhibitor] |

The listing, repeating the preview:
| canonical_smiles | TCR activator | ASM inhibitor | Mito fusion yeast | ELG1 repair inh | BCR signal inh | AT treatment | TSHR antagonist | Tb PFK block | Eya2 inh | PTAP TSG101 blk | a7 integrin act |
| --- | --- | --- | --- | --- | --- | --- | --- | --- | --- | --- | --- |
| COc1ccc(-n2nnnc2SCC(=O)Nc2nnn(C)n2)cc1 | -2% | 0% | 1% | 8% | -11% | 3% | -6 | -2% | -17% | -7% | -5% |
| CCCn1c(N)c(C(=O)CSc2nncs2)c(=O)[nH]c1=O | x | -1% | -3% | 1% | u | -4% | -15 | -26% | 11% | -1% | 38% |
| CC1CCc2sc(C(=O)NNC(=S)NC3CC3)cc2C1 (stereo not given) | 0% | -1% | -11% | u | u | 7% | -3 | -2% | 1% | -1% | 40% |
| COc1ccc(OC)c(NC(=O)C2CCN(Cc3cnn(-c4ccccc4)c3-n3cccc3)CC2)c1 | 3% | 0% | -1% | 23µM* | u | x | -3 | 1% | -4% | -1% | -48%[inhibitor] |
| CCOC(=O)C1(CCOc2ccccc2)CCN(Cc2cccc3nonc23)CC1 | 2% | -3% | 10% | u | 6% | 1% | 0 | 0% | -15% | -6% | 15% |
| O=C(CN1C(=O)CC(c2ccccc2)=Nc2ccccc21)NCc1ccco1 | -1% | 0% | 1% | 1% | u | -7% | 8 | 0% | 1% | -2% | -28% |
| COc1ccc(C(=O)CSc2nnc(Cn3cnc4ccccc43)o2)cc1 | 5% | -11% | -4% | u | 1% | 12% | -48 | -18% | -3% | -3% | 0% |
| CC/C(=N\NC(=O)c1ccc(-c2ccccc2)cc1)C12CC3CC(CC(C3)C1)C2 | 3% | -4% | 2% | 13% | u | -4% | -2 | -4% | -13% | 2% | -9% |
| COC(=O)c1ccccc1SC1CC(=O)N(c2ccccc2)C1=O (stereo not given) | -2%[46.1 µM] | 0% | x | 11% | u | 3% | 19 | -4% | 0% | -5% | -19% |
| O=c1oc(Nc2cccc(F)c2)nc2ccccc12 | 0% | -1% | 0% | u | u | 4% | -3 | 6% | u | -1% | 13% |
| CCOC(=O)c1ccc(NS(=O)(=O)c2ccc3c(c2)oc(=O)n3C)cc1 | 0%[46.1 µM] | -8% | 1% | -2% | 6% | 2% | -1 | 4% | -11% | 1% | -1% |
| COCCN=c1scc(-c2cc(OC)c(OC)c(OC)c2)n1/N=C/c1c(C)[nH]c2ccccc12 | 2%[46.1 µM] | -8% | u | 7.3µM* | -15% | 4% | -6 | 10% | 9% | 2% | -40% |
| CCOc1ccccc1NC(=O)CSc1cn[nH]n1 | -6% | 0% | 0% | 2% | -11% | 2% | -16 | -3% | 16% | -1% | -26% |
| CCn1cc(CNC(=O)C2CCC(=O)N(C3CCCCCC3)C2)cn1 (stereo not given) | -25% | 3% | 0% | 27% | -1% | -2% | 10 | 2% | -9% | 1% | 28% |
| CCCN(CCC)C(=O)C[n+]1cccc(/C=N/O)c1 | 0%[46.1 µM] | -1% | -1% | 5% | 2% | -1% | 15 | 0% | -2% | 0% | 37% |
| COc1ccc(Cl)cc1NS(=O)(=O)c1cccc(C(=O)NCC(C)(C)N2CCOCC2)c1 | 6% | -2% | -1% | 4% | 0% | 7% | 0 | 0% | 0% | -7% | 12% |
| CCn1nccc1C(=O)Nc1cc(Cl)ccc1Cl | -4% | -2% | 3% | 9% | -17% | 6% | -3 | 15% | -29% | -4% | 9% |
| COc1ccccc1C(=O)NCC(=O)Nc1ccc2c(c1)OCO2 | -2% | 0% | -4% | 19% | -7% | 0% | 3 | 0% | 29% | -1% | 9% |
| CCN(c1ccc(C)c(C)c1)S(=O)(=O)c1ccc2c(c1)CCN2C(=O)CCC(=O)O | -5% | -2% | 0% | -3% | 3% | 1% | -5 | -2% | -25% | -1% | -18% |
| CS(=O)(=O)N1CCCC(C(=O)NCc2ccco2)C1 (stereo not given) | 3% | 1% | 3% | 8% | -3% | 1% | 17 | -2% | 9% | 0% | 27% |
| COc1ccc(-c2cnnn2-c2ccc(N)cc2)cc1OC | 6%[46.1 µM] | 4% | -1% | 24% | u | -4% | -8 | -6% | -9% | -1% | -14%[7.66 µM] |
| CC(C)Oc1ccc(CNC(=O)c2cc(S(=O)(=O)N3CCOCC3)cn2C)cc1 | 7% | -4% | -6% | 13% | 6% | -2% | -6 | 0% | 15% | -6% | -27% |
| O=C(O)COc1ccc(C(NC(=O)c2c(F)cccc2F)NC(=O)c2c(F)cccc2F)cc1 | -9% | 0% | 14% | u | 0% | -7% | 20 | -3% | -2% | -1% | 9% |
| O=C(COc1ccc2ccc(=O)oc2c1)NCC(O)c1ccccc1 (stereo not given) | 6% | 18% | 1% | 4% | -4% | 9% | -17 | -6% | -1% | -4% | -10% |
| O=C(COC(=O)/C=C/c1ccccc1Cl)Nc1cccnc1Cl | -2% | -3% | x | 27% | u | 2% | -4 | 2% | -35% | -4% | -30% |
| O=C(Cc1c(O)c2ccccc2[nH]c1=O)NC1CCCCCCC1 | -6% | -6% | 4% | 11% | 1% | -3% | -2 | 2% | 20%[15.4 µM] | 0% | -15% |
| COc1ccc(Br)cc1CN(C)CC(=O)Nc1cccc(S(N)(=O)=O)c1 | -3% | -1% | -6% | 6% | u | 9% | 1 | -2% | -1% | 0% | -11% |
| Cn1c(C(=O)N[C@@H](C(=O)O)c2ccccc2)cc2cc(F)ccc21 | 2% | 69% | -1% | -7% | u | 7% | 18 | 2% | 6% | -9% | 18% |
| COc1ccc(CN2CSC(=S)N(Cc3ccccc3)C2)cc1 | 1% | -11% | 5% | -3% | u | 13% | -4 | -1% | -6% | -1% | -36% |
| Nn1c(SCc2ccccc2)nnc1-c1ccccn1 | 4% | 2% | -4% | u | u | 13% | -2 | -2% | -1% | -8% | 1% |
| COc1ccc(/C=C/C(=O)c2cc(Br)ccc(=O)c2O)cc1 | 0%[46.1 µM] | -1% | 13% | -7% | u | -5% | -22 | -15% | 4% | -9% | -55%[inhibitor] |
| COc1ccc(CCC(C)NCCc2ccc(Cl)cc2Cl)cc1 (stereo not given) | x | -4% | -9% | 0% | u | -23% | -7 | -5% | -13% | -7% | -83%[inhibitor] |
| COc1ccccc1NC(=S)N1CCc2cc(OC)c(OC)cc2C1 | -2%[46.1 µM] | 9% | -6% | 2% | 5% | -4% | -4 | 0% | 1% | -2% | -3% |
| Cc1cc2c(ncn2C)c(NS(=O)(=O)c2ccccc2Cl)c1C | -8% | 4% | -2% | 1% | -9% | 1% | 1 | -1% | 22% | -4% | 1% |
| CCCC1=Nc2cc(C(=O)NCCN3CCCC3)ccc2Sc2ccccc21 | -3% | -3% | -5% | 11% | -12% | 0% | -9 | 0% | -1% | -2% | -61%[inhibitor] |
